LmPK inhibitor – qHTS Assay for Inhibitors of Leishmania Mexicana Pyruvate Kinase (LmPK); Q27686; purified LmPK, Kinase-Glo ATP luminescence, 1 h; Potency, µM (highest dose often 57.5 µM), for inactives: at the top dose activity change, negative = inhibition, hits mostly inhibitors; 290,000 tested, 0.37% active; further: potency means the concentration at half of the fitted maximal effect; on the % scale 0 is the no-effect control and ±100 the full control effect
Target sequence (Q27686 whole entry, looked up): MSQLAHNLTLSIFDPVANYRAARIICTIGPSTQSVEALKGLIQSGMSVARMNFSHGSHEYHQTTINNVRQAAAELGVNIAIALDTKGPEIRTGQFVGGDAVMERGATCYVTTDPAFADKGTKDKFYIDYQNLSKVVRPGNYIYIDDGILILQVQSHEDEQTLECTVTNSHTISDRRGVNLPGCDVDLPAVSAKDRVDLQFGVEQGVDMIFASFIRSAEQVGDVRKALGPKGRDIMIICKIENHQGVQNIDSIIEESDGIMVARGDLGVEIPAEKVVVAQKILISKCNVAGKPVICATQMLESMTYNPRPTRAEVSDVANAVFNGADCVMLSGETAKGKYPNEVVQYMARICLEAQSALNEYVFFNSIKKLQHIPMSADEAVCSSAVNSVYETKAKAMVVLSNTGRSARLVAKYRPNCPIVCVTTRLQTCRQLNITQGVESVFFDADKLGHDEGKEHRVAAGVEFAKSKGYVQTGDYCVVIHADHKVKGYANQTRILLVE
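ATP generated from ADP (0.1 mM) and PEP (0.5 mM) by 0.1 nM LmPK over 1 h at room temperature (pH 7.2 imidazole buffer) was detected by coupled luciferase luminescence. Values were normalized to uninhibited and no-enzyme wells.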
Pf growth 48h – Primary qHTS for delayed death inhibitors of the malarial parasite plastid, 48 hour incubation. P. falciparum luciferase growth in erythrocytes, 48 h. Potency, µM (series often up to 28.7 µM), inactives show top-dose activity change, negative = inhibition, hits mostly inhibitors. 310,000 tested, 5.9% active; further: potency means the concentration at half of the fitted maximal effect; on the % scale 0 is the no-effect control and ±100 the full control effect
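In quantitative HTS format, infected erythrocytes bearing luciferase-reporter parasites were treated for a single generation at 37 C. Luminescence after adding detection reagent served as the growth measure.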
AmpC inh no detg – qHTS Inhibitors of AmpC Beta-Lactamase (assay without detergent); AmpC nitrocefin hydrolysis, absorbance 480 nm, 0.0001% Triton; 330,000 tested, 0.52% active; AID 485341, 2010; Potency, µM (series often up to 57.1 µM), inactives show at the top dose activity change, negative = inhibition, most hits filed as inhibitors; P00811;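 further: potency means the concentration at half of the fitted maximal effect; plate controls were no compound for no effect and no enzyme for full effect; nearly all actives have a fitted effect of over 20% in size; some results filed as inactive show a strong effect at the top dose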
Target sequence (P00811 whole entry, looked up): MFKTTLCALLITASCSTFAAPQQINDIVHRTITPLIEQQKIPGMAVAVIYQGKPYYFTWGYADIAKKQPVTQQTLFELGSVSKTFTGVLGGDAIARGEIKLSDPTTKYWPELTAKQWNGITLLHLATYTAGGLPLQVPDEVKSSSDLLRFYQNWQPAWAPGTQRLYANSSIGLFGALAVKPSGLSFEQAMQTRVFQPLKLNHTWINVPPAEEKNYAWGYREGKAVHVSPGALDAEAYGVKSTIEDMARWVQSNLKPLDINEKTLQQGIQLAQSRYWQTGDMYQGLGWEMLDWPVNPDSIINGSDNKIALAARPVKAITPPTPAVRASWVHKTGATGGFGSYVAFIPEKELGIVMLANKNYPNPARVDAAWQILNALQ
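20 mM phosphate pH 7.0 + 0.01% (detergent screen) or 0.0001% Triton X-100; 5.3 nM AmpC reagent; cpd preinc 15 min RT; nitrocefin (800 uM stock) to start; A480 q20 s × 4 min; Activity was normalised to no-enzyme and no-compound control wells.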
Cycloheximide cs – Cycloheximide Counterscreen for Small Molecule Inhibitors of Shiga Toxin; AID 2314, 2010; 300,000 tested, 12% active; cell reporter, cycloheximide protein synthesis inhibition counterscreen; max response, %; in the data active means max response mostly above about 13%, no sharp cut-off; inactive means mostly below about 14%; further: read at 38.3 µM for the half of the compounds with a filed dose; 0% is about no effect
Pf growth 96h – Primary qHTS for delayed death inhibitors of the malarial parasite plastid, 96 hour incubation | P. falciparum luciferase reporter growth, 96 h | Potency, µM (series often up to 28.7 µM), for inactives: at the top dose activity change, negative = inhibition, most hits filed as inhibitors | 320,000 tested, 6.9% active | AID 504834, 2011; further: potency means the concentration at half of the fitted maximal effect; on the % scale 0 is the no-effect control and ±100 the full control effect
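Cell-based qHTS: luciferase-tagged P. falciparum in erythrocytes (2% hematocrit, 0.05% parasitemia final) incubated with compounds for 96 hours, 37 C, 5% CO2; luciferase detection reagent then added and luminescence measured.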
Shiga inhibitor – A qHTS for Small Molecule Inhibitors of Shiga Toxin. Vero cells, Shiga toxin protein synthesis inhibition reporter. AID 2315, 2010. 290,000 tested, 9.2% active. inhibition, % at 38.7 µM; in the data active means inhibition mostly above about 28%, no sharp cut-off; inactive means mostly below about 43%; further: 0% is about no effect
TbPYK inhibitor – qHTS of Trypanosoma Brucei Inhibitors; TbPYK enzyme, Kinase-Glo Plus ATP luminescence, 45 min; 410,000 tested, 0.12% active; Potency, µM (titrated, usually from 76.8 µM), for inactives: top-dose activity, negative = inhibition, hits mostly inhibitors; pyruvate kinase (Trypanosoma brucei), Q57TT1; AID 624173, 2012; further: potency means the concentration at half of the fitted maximal effect; on the % scale 0 is the no-effect control and ±100 the full control effect; nearly all actives have a fitted effect of over 50% in size
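Screened from lowest to highest concentration, compounds were pinned into TbPYK/substrate mixtures, and ADP (130 uM final) was added. Plates sat at room temperature for 45 min prior to Kinase-Glo Plus detection by luminescence.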
* marks the source's active call; other numbers are inactive results; ? = inconclusive; nt = not tested or not shown; & = joins results of further samples; [ ] = dose if it differs, or a comment. Unless noted, the call rests on the fitted dose curve; in most records, active means well fitted curve in the direction sought with a large enough effect; inconclusive means small, poorly fitted or top-dose-only effect, or another doubt; inactive means no such curve, though single readings can be large; an effect the other way counts as inactive or inconclusive.

[1] CCOC(=O)/C(C#N)=N\Nc1cc(Cl)ccc1OC
[2] COC(=O)C1=C(c2ccc(OCc3ccccc3)cc2)C[C@@H]2CC[C@H]1N2C(=O)NCc1ccc(N(C)C)cc1
[3] C1=C(CCNCC2CC2)CCCC1
[4] CCN(CCNC(=O)C1CCN(S(C)(=O)=O)CC1)c1ccccc1
[5] Cc1ccc(N2CCN(C(=O)N3CCCC3)CC2)cc1C
[6] C=CCSc1nc(=O)n2cccc(C)c2n1
[7] CCCn1ncc(CN2CCN(Cc3ccsc3)C(CCO)C2)c1C (stereo not drawn)
[8] O=C(c1noc2c1CSc1ccccc1-2)N1CCN(c2ccc(Cl)cc2)CC1

Assay by compound	1	2	3	4	5	6	7	8
Cycloheximide cs	0.3	nt	1.5	-0.9	-1.5	2.0	-0.8	-2.0
AmpC inh no detg	-7.2%	-15.7%	-15.2%	-6.8%	20.8%	1.1%	-11.4%	-19.1%
LmPK inhibitor	1.4%	nt	4.7%	1.2%	-6.6%	0.3%	0.5%	11.3%
TbPYK inhibitor	2.4%	-6.7%	0.0%	0.0%	nt	13.6%	2.6%	-5.1%
Pf growth 48h	34.3%[activator]	?	nt	-2.0%	nt	0.8%	17.1%	27.7%
Pf growth 96h	136.2%[activator]	9.28µM*	10.5%	4.65µM*	-13.0%	2.9%	-9.7%	?
Shiga inhibitor	6.0	nt	-4.2	-6.4	-8.9	-6.7	-11.8	19.1

[9] CSCC[C@H](NC(=O)OC(C)(C)C)C(=O)N1CCC(C(=O)NCC(=O)Nc2ccc(C)cc2)CC1
[10] Cn1c(=O)c(C(=O)COc2ccc(C#N)cc2)c(N)n(Cc2ccccc2)c1=O
[11] CCCCn1c(SC(C)C(N)=O)nc2cc(C(=O)OC)ccc2c1=O (stereo not drawn)
[12] O=C1C2C3C=CC(C3)C2C(=O)N1CCN1CCN(S(=O)(=O)c2ccc3ccccc3c2)CC1 (stereo not drawn)
[13] COCCNC(=O)C(=O)NNC(=O)c1ccccc1OC
[14] CSc1[nH]c(=O)c(C(=O)O)cc1C#N
[15] O=C(CN1N=C(c2ccc(Cl)cc2)CCC1=O)NCc1cccs1
[16] CC1(C)OC(=O)C(=CNc2cccc(C(=O)O)c2)C(=O)O1

Assay by compound	9	10	11	12	13	14	15	16
Cycloheximide cs	-1.4	1.4	5.6	-1.2	4.0	-3.5	0.8	-1.3
AmpC inh no detg	86.9%[activator]	-18.9%	-19.2%	82.3%[activator]	-1.3%	-21.2%	22.4%	-2.3%
LmPK inhibitor	-0.5%	-0.2%	2.7%	7.0%	-5.0%	11.6%	0.2%	-3.3%
TbPYK inhibitor	3.2%	-2.4%	-1.3%	-0.5%	-0.7%	1.1%	nt	0.3%
Pf growth 48h	?	?	5.1%	-18.1%	46.0%[activator]	7.1%	2.9%	52.7%[activator]
Pf growth 96h	-6.7%	-11.3%	?	14.6%	2.5%	nt	-16.1%[5.75 µM]	33.1%[activator]
Shiga inhibitor	-5.4	-7.7	-17.2	3.7	-6.6	-22.7	-3.3	-15.5

[17] CS(=O)(=O)N1CCN(c2ccccc2NC(=O)c2cc(Br)ccc2Cl)CC1
[18] COc1cc(NC(=O)c2ccc(Cl)cc2)c(OC)cc1NC(=O)CN1CCCCC1
[19] CSc1ccccc1NC(=O)C(C)N1C(=O)c2ccccc2S1(=O)=O (stereo not drawn)
[20] Cc1ccc(S(=O)(=O)/N=C(\c2ccccc2)N(C)S(=O)(=O)c2ccc(C)cc2)cc1
[21] COc1ccc(S(=O)(=O)N2CCCCCC2)cc1NC(=O)CC1OC(=O)c2ccccc21 (stereo not drawn)
[22] O=C(c1cc(COc2ccc(F)cc2Cl)on1)N1CCCCCCC1
[23] c1ccc2c(c1)CCCC2C1=NCCN1 (stereo not drawn)
[24] FC(F)(F)c1nc(Sc2ncccc2C(F)(F)F)n[nH]1

Assay by compound	17	18	19	20	21	22	23	24
Cycloheximide cs	-2.4	20.6	nt	1.0	nt	32.2*	0.3	-0.9
AmpC inh no detg	-8.8%[2.29 µM]	-10.1%[11.4 µM]	-13.6%	-9.2%	-37.4%	49.0%	-42.3%	-8.6%
LmPK inhibitor	2.3%	-3.2%	nt	2.6%	nt	-1.8%	1.7%	0.6%
TbPYK inhibitor	1.8%	-19.3%	-0.5%	-5.1%	-14.1%	-16.8%	-4.6%	1.5%
Pf growth 48h	-16.9%	-18.5%	5.4%	18.7%	?	6.1%	-1.6%	7.3%
Pf growth 96h	33.4%[activator]	-15.6%	18.5%	-1.7%	-19.1%	?	-0.5%	-1.7%
Shiga inhibitor	-10.5	14.0	nt	-2.3	nt	40.3*	-9.0	-15.7

Full records as entered above:
`FC(F)(F)c1nc(Sc2ncccc2C(F)(F)F)n[nH]1` is listed as Cycloheximide cs: -0.9; AmpC inh no detg: -8.6%; LmPK inhibitor: 0.6%; TbPYK inhibitor: 1.5%; Pf growth 48h: 7.3%; Pf growth 96h: -1.7%; Shiga inhibitor: -15.7
`COc1ccc(S(=O)(=O)N2CCCCCC2)cc1NC(=O)CC1OC(=O)c2ccccc21` (stereo not drawn) is listed as Cycloheximide cs: nt; AmpC inh no detg: -37.4%; LmPK inhibitor: nt; TbPYK inhibitor: -14.1%; Pf growth 48h: ?; Pf growth 96h: -19.1%; Shiga inhibitor: nt

Continuation.
[25] CCOCc1nnc(NC(=O)c2cccc(OC)c2)s1
[26] COc1cccc(NC=C2C(=O)OC(C)(C)OC2=O)c1
[27] CCOC(=O)N/N=C/c1ccc(OCCSc2ccc(Cl)cc2)c(OC)c1
[28] CC(C)(C)OC(=O)NCCCC[C@H](NC(=O)c1nc[nH]c1C(=O)N1CCc2ccccc2C1)C(=O)OC(C)(C)C
[29] COc1ccc(S(=O)(=O)NCc2ccc3c(c2)OCO3)cc1C(=O)O
[30] CCc1ccccc1N=C1SCC(=O)N1C
[31] Nc1nc(C2CCCCC2)cs1
[32] O=C(NCCc1nc2ccccc2[nH]1)c1ccc(Cl)c([N+](=O)[O-])c1

Assay by compound	25	26	27	28	29	30	31	32
Cycloheximide cs	25.3*	14.8	-0.9	-1.0	1.2	-0.8	28.3	-1.5
AmpC inh no detg	-19.6%	14.1%	-5.4%	132.0%[activator]	-33.0%	-14.0%	-18.2%	-39.5%
LmPK inhibitor	-0.9%	-1.1%	1.2%	1.3%	3.0%	-1.6%	3.7%	3.0%
TbPYK inhibitor	-7.2%	-15.6%	-3.3%	-4.3%	-4.6%	1.0%	-1.8%	-1.3%
Pf growth 48h	33.6%[activator]	0.0%	5.22µM*	?	17.5%	1.5%	nt	?
Pf growth 96h	87.7%[activator]	nt	2.08µM*	?	?	-0.1%	59.5%[activator]	24.5%
Shiga inhibitor	57.1*	51.6	-8.5	-1.7	-2.4	-2.4	40.2	-6.2

[33] CCOc1cc(/C=N/n2cnnc2)ccc1OS(=O)(=O)c1ccc(C)cc1
[34] COC(=O)c1cc2sc(Cl)cc2n1CC(=O)N1CCCc2ccccc21
[35] CC(C)c1ccc(NC(=O)c2cnn(-c3ccccc3)c2NC(=O)c2ccco2)cc1
[36] CN1CCN(C(=O)c2ccc(CSc3nc4ccncc4n3Cc3ccc(F)cc3)cc2)CC1
[37] Cc1c(Cc2ccccc2)c(=O)oc2cc(OCC(=O)N3CCC(C(=O)O)CC3)ccc12
[38] O=C(O)COCC(=O)N1CCN(c2cc(C(F)(F)F)nc3ccccc23)CC1
[39] Cc1ccc(CNC(=O)C(=O)c2cn(CC(=O)N3CCOCC3)c3ccccc23)cc1
[40] O=C(CCCN1C(=O)/C(=C/c2ccccc2Cl)SC1=S)NNC(=O)c1cccnc1

Assay by compound	33	34	35	36	37	38	39	40
Cycloheximide cs	-2.1	-2.9	4.9	-2.8	-1.9	-8.1	17.6*	-3.2
AmpC inh no detg	120.6%[activator]	-8.0%	1.2%	17.9%	-7.4%	-9.7%	161.9%[activator]	48.9%
LmPK inhibitor	0.2%	6.9%	6.5%	0.1%	-6.4%	0.9%	-9.0%	-12.9%
TbPYK inhibitor	-7.2%	0.0%	-12.2%	-1.2%	-5.4%	-3.6%	5.4%	0.8%
Pf growth 48h	-4.5%	10.4µM*	nt	11.7%	?	14.8%	47.3%[activator]	9.28µM*
Pf growth 96h	89.7%[activator][5.75 µM]	20.6%	?	-14.6%	-1.2%	10.5%	41.8%[activator]	?
Shiga inhibitor	-8.8	-2.4	12.4	-9.0	-4.0	-2.4	79.4*	-12.4

[41] Cc1ccccc1N1CCN(C(=O)c2ccc(Oc3ccc(C(F)(F)F)cn3)cc2)CC1
[42] O=C(COC(=O)C1CC2CCCC(C1)C2=O)Nc1cccc(F)c1 (stereo not drawn)
[43] CC(C)Cn1c(N)c(C=O)c(=O)[nH]c1=O
[44] CN(CCc1ccccn1)C(=O)Nc1ccc(C(C)(C)C)cc1
[45] COc1ccc(C(=O)c2sc3nc(-c4ccc(C)cc4)cc(C(F)(F)F)c3c2N)cc1
[46] NC(N)=NCc1cccc(I)c1
[47] Clc1ccccc1-c1nnc(-c2ccc3c(c2)OCO3)o1
[48] COc1ccc(NC(=O)c2cc(-c3ccccn3)nc3ccccc23)cc1S(=O)(=O)N(C)C

Assay by compound	41	42	43	44	45	46	47	48
Cycloheximide cs	-2.6	nt	-2.5	20.0*	6.9	nt	28.5*	nt
AmpC inh no detg	?	-9.7%	-16.9%	9.6%	nt	-9.1%	-6.5%	91.8%[activator]
LmPK inhibitor	-2.9%	nt	-6.0%	2.3%	nt	nt	-17.9%	nt
TbPYK inhibitor	4.7%	-2.4%	-4.5%	-3.4%	-3.6%	0.2%&0.1%&3.8%	-4.1%	4.3%
Pf growth 48h	9.28µM*	-12.9%	-2.1%	3.3%	nt	?	nt	?
Pf growth 96h	13.1µM*	-27.4%	1.4%	35.3%[activator]	nt	10.7µM*	?	-24.7%
Shiga inhibitor	-2.7	nt	27.2	25.8	-6.4	nt	93.3*	nt

[49] O=C(N/N=C/c1cccc([N+](=O)[O-])c1)c1cc(-c2ccccc2)nc2ccccc12
[50] Cc1noc(C)c1C(=O)NC(C)c1ccc(Cl)cc1Cl (stereo not drawn)
[51] Cc1ccc(-n2cc(-c3ccc([N+](=O)[O-])cc3)[nH]c2=S)c(C)c1
[52] Cc1cc2c(c(=O)n1Cc1ccco1)C(c1ccccc1)C(C#N)=C(N)O2 (stereo not drawn)
[53] CCCN1C(=O)c2ccc(C(=O)Nc3cc(C)on3)cc2C1=O
[54] COc1ccccc1CNC(=O)C[n+]1ccccc1

Assay by compound	49	50	51	52	53	54
Cycloheximide cs	1.2	-2.4	3.5	12.6	4.9	-4.9
AmpC inh no detg	-12.0%	-23.3%[11.4 µM]	-29.4%	-20.9%	-10.5%	-5.6%
LmPK inhibitor	-5.5%	-1.4%	0.8%	2.3%	0.7%	-5.5%
TbPYK inhibitor	1.4%	4.0%	-35.4%	-19.4%	1.0%	-5.3%
Pf growth 48h	0.0%	?	?	nt	12.6%	2.6%
Pf growth 96h	?	-6.3%	-100.6%	?	156.1%[activator]	nt
Shiga inhibitor	-8.8	-5.7	12.9	-17.1	6.3	-19.4

Bioassay records: PubChem, National Center for Advancing Translational Sciences (NCATS)
